# PPARg SRC-1 ag – PPARgamma agonists recruiting SRC-1 coactivator, primary screen, biochemical | Peroxisome proliferator-activated receptor gamma (Homo sapiens), P37231 | PPARgamma-SRC-1 coactivator recruitment biochemical assay | 200,000 tested, 0.41% active | AID 631, 2007 | activation, % at 8 µM; in the data active means activation above about 19%;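 further: 0% = DMSO and 100% = reference agonist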
# Target sequence (P37231 whole entry, looked up): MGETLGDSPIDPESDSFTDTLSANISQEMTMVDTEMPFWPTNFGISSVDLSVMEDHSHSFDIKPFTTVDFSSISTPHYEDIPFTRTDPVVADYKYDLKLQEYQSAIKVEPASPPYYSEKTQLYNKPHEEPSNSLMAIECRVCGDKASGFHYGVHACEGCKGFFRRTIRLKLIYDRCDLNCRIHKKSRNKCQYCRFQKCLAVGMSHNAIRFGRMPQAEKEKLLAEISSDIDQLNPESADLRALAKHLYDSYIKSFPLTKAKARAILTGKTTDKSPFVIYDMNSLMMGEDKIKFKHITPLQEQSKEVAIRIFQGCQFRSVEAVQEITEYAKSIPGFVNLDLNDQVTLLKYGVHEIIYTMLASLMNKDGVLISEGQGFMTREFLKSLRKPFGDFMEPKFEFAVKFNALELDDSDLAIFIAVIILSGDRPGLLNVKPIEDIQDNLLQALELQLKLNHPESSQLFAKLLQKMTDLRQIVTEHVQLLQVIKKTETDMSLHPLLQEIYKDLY
# PPARg SRC2 recr – agonists of PPARg-SRC-2 recruitment, primary screen, biochemical, HTS; PPARgamma LBD-SRC-2 recruitment; activation, % at 8 µM; 200,000 tested, 0.34% active; AID 1032, 2008; in the data active means activation above about 22%;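 further: 0% = vehicle and 100% = reference agonist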
# TNAP inh no acc – human TNAP enzyme inhibitors, primary screen, biochemical, luminescent, no phosphate acceptor, uHTS; AID 1012, 2008; purified TNAP, CDP-star luminescence, 30 min; 200,000 tested, 0.26% active; Alkaline phosphatase, tissue-nonspecific isozyme (Homo sapiens), P05186; inhibition, % at 20 µM;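 active means tissue-nonspecific alkaline phosphatase inhibition above about 50% at 20 µM in the single-dose screen, limit read from the data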;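 further: 0% = DMSO negative control and 100% = EDTA positive control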
# Target sequence (P05186 whole entry, looked up): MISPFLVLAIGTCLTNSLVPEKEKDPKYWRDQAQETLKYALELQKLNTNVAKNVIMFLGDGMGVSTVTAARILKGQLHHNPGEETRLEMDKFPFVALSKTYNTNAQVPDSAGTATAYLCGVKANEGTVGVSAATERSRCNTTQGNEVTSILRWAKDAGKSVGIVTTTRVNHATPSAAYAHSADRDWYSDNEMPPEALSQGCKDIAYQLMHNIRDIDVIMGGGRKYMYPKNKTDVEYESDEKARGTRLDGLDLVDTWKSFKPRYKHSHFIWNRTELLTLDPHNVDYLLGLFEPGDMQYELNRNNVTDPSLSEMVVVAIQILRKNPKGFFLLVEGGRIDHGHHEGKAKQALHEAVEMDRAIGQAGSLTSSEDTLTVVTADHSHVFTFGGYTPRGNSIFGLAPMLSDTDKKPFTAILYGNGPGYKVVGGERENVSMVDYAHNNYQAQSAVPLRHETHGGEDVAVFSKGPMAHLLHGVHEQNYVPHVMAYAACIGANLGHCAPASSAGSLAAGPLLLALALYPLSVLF
# TNAP act hiacc – TNAP activators at high phosphate acceptor level, primary screen, biochemical, luminescence, uHTS | AID 1136, 2008 | purified TNAP, CDP-star luminescence, 1 M DEA, 30 min; active compounds read high; 0 = EDTA background, 1 = DMSO-only activity | activation factor at 20 µM | 200,000 tested, under 10 active;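 active means activation factor at least 2 at 20 µM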
#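 Control set: EDTA negative control, DMSO positive control / Assay system: human TNAP / Quantity: TNAP 1/800 final / Evaluation: TNAP activation factor scaled between EDTA and DMSO control wells / Measured by: luminescent substrate turnover signal / Compound dosing: one dose, 20 µM / Times: 30 min enzyme reaction at room temperature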
# PPARg SRC3 recr – PPARgamma agonists recruiting SRC-3 coactivator, primary screen, biochemical; biochemical PPARgamma/SRC-3 coactivator recruitment assay; activation, % at 8 µM; 200,000 tested, 0.26% active; AID 731, 2007; in the data active means activation above about 23%;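 further: 0% = DMSO and 100% = reference agonist; some compounds past the cut are filed as inactive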
# SRC2 TRFRET art – TR-FRET signal artefacts, primary screen, artefact control for PPARgamma SRC-2 agonist project, biochemical | TR-FRET artefact counter-screen; active compounds read high | TR-FRET ratio at 8 µM | 200,000 tested, 0.4% active | AID 1049, 2008; in the data active means TR-FRET ratio above about 2000; further: inactives centre near 1500
# bIAP inh – bovine intestinal alkaline phosphatase inhibitors, primary screen, selectivity assay for TNAP inhibitor project, biochemical, bovine IAP, CDP-star luminescence; alkaline phosphatase, intestinal [Bos taurus]; purified bovine IAP, 30 min; inhibition, % at 20 µM; 190,000 tested, under 10 active; AID 1019, 2008;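 active means over 50% inhibition of intestinal alkaline phosphatase at 20 µM in the single-dose screen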
#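 test system = bovine IAP enzyme | medium = DEA buffer 100 mM, pH 9.8, with MgCl2 1.0 mM, ZnCl2 0.02 mM | detection = luminescence | dosing = single compound dose of 20 µM, 2% DMSO final | incubation = 30 min reaction at room temperature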
# TNAP inh hiacc – human TNAP enzyme inhibitors, primary screen, biochemical, luminescent, high phosphate acceptor level, uHTS. Alkaline phosphatase, tissue-nonspecific isozyme (Homo sapiens), P05186. purified TNAP, CDP-star luminescence, 1 M DEA. inhibition, % at 20 µM. 200,000 tested, 0.03% active;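 active means over 50% inhibition of tissue-nonspecific alkaline phosphatase at 20 µM in the single-dose screen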;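 further: plate controls were DMSO wells for no effect and EDTA-quenched wells as full inhibition for full effect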
# bIAP act – bovine intestinal alkaline phosphatase activators, primary screen, biochemical, bovine IAP, CDP-star luminescence; 200,000 tested, 0.17% active; AID 1016, 2008; purified bovine IAP, 30 min; active compounds read high; fold of DMSO-control signal, blank-subtracted; alkaline phosphatase, intestinal [Bos taurus]; activation factor at 20 µM;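 active means activation factor of 2 or more at 20 µM, a signal rise over negative controls twice the positive control's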
# Efa HMGR inh – inhibitors of E. faecalis class II HMGR, primary screen, biochemical, Enterococcus faecalis; HMG-CoA reductase (Enterococcus faecalis, mvaE); purified E. faecalis HMGR, NADPH absorbance 340 nm kinetic; inhibition, % at 10 µM; 190,000 tested, 0.41% active; AID 1066, 2008;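 active means inhibition above a set limit, the median over all tested compounds plus 3 SD, cut at about 9.5% in these data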;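 further: enzyme runs in reverse so mevalonate oxidation gives rising NADPH absorbance; 0% = complete reaction with DMSO and 100% = background rate lacking mevalonate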
# The depositor's hits bear a star; x = not tested or not shown.
smiles,PPARg SRC-1 ag,PPARg SRC2 recr,TNAP inh no acc,TNAP act hiacc,PPARg SRC3 recr,SRC2 TRFRET art,bIAP inh,TNAP inh hiacc,bIAP act,Efa HMGR inh
CC(C)(O)[C@H]1O[C@H]2CC[C@@]3(C)[C@@](O)(CC[C@H]4Cc5c([nH]c6ccccc56)[C@@]43C)C2=CC1=O,-3,-5,-11,1.1,3,1412,-4,-6,1,-3
C/C(=N\NC(N)=O)c1c(O)n(C)c(=O)n(C)c1=O,0,2,-9,1,-3,1451,5,0,0.9,-4
CN(C)C(=S)SSC(=S)N(C)C,-7,-4,-16,1,3,1402,-1,-3,1,-5
CCS(=O)(=O)NCc1nnc2n1-c1ccc(Cl)cc1C(c1ccccc1)=NC2,3,8,-13,1,3,1654,35,0,0.6,0
O=C1NC(=O)N(c2ccccc2F)C(=O)/C1=C/c1ccc(Oc2ccc([N+](=O)[O-])cn2)cc1,2,-4,-14,1.1,-4,1672,28,-6,0.7,1
COc1cccc(OC)c1C(=O)Nc1nc(N)n(-c2ccccc2)n1,-1,-4,-3,1,-7,1518,0,-1,1,-7
Cc1[nH]c2ccccc2c1/C=N/O,0,4,-6,1,3,1548,3,-1,1,-4
Cc1ccc(S(=O)(=O)NCC2CCC(C(=O)N3CCC4(CC3)OCCO4)CC2)cc1 (stereo unspecified),4,2,-10,1,4,1562,-8,-1,1.1,-4
CC(=NCCCN1CCOCC1)c1c(O)[nH]c(=O)[nH]c1=O,-1,-1,-13,1.1,-7,1576,11,-8,0.9,1
O=C(c1ccc2c(c1)OCO2)N1CCC2(CC1)OCCO2,2,3,-6,1,-5,1523,14,-2,0.9,3
CCOC(=O)c1c(/N=C/c2c(O)n(-c3ccccc3F)c(=S)[nH]c2=O)sc2c1CCCC2,2,8,-7,1,3,1624,18,1,0.8,-2
CNCCc1c[nH]c2ccccc12,0,0,-2,1,3,1549,3,4,1,2
O=c1[nH]c(=O)n(Cc2ccccc2)c(O)c1C=NCCCn1ccnc1,2,5,-9,1,4,1605,-25,-2,1.3,4
CN(C)CCN=Cc1c(O)n(-c2cccc3ccccc23)c(=O)[nH]c1=O,-11,-2,-6,1,-10,1452,4,-2,1,2
CCOP1(=S)Oc2cc3c(cc2C(C(=O)OC)(C(F)(F)F)O1)OCO3 (stereo unspecified),7,6,-6,1,10,1468,15,-1,0.9,-3
CCCC(=O)c1c(O)[nH]c(=O)[nH]c1=O,8,3,-12,1.1,-5,1695,4,-6,1,-5
CCCCc1ncc(CN2CCCC(C(=O)c3ccc(SC)cc3)C2)[nH]1 (stereo unspecified),1,13,-2,1,6,1409,-26,3,1.3,-4
C=Cn1ccnc1P(=S)(c1nccn1C=C)C1CCCCC1,-3,-1,-6,1,-14,1469,-5,-4,1,-4
CCCCC/C=C\C/C=C\C/C=C\C/C=C\CCCC(=O)Nc1ccc(O)cc1,6,6,-4,1,3,1419,x,-1,0.3,2
COc1ccc(NC(=O)CN2CC=C(c3ccccc3)CC2)cc1S(=O)(=O)N1CCOCC1,1,2,-10,1,0,1552,-31,-3,1.3,-1
Cc1cc(N2C(=O)C3CCCN3C2c2ccc(Cl)c(Cl)c2)no1 (stereo unspecified),5,12,-8,1,4,1620,0,-4,1,0
O=C1/C(=C/c2ccncc2)N2CCC1CC2,4,0,-5,1,-1,1561,-1,2,1,3
Cc1nc2nc(C)c(CCC(=O)N3CCC4(CC3)OCCO4)c(C)n2n1,-7,1,4,1,-11,1419,-3,-4,1,-5
CC(NCc1ccc(Cl)c(Cl)c1)C(O)c1ccccc1 (stereo unspecified),5,5,-11,1,6,1671,6,-5,0.9,-4
CCC1(CC)C(=N)N(C)C(=O)NC1=O,-4,6,23,1,0,1476,10,3,0.9,-2
Cc1cc(/C=C2\C(=O)NC(=O)N(c3cccc(F)c3)C2=O)c(C)n1-c1cc(C(=O)O)cc(C(=O)O)c1,-4,5,-2,1,-1,1525,-15,-2,1.2,-7
O=[P+](Cc1ccccc1)Cc1ccccc1,4,1,-17,1.1,8,1546,10,-7,0.9,-4
Cc1cc(C)c(-n2c(O)c(/C=N/N3CCCCC3c3cccnc3)c(=O)[nH]c2=O)c(C)c1 (stereo unspecified),3,-5,4,1,-5,1577,18,-2,0.8,-2
CCOC(=O)N1CCN(C(C)C(=O)c2c[nH]c3ccccc23)CC1 (stereo unspecified),0,-5,-16,1.1,-2,1506,6,-8,0.9,-2
Cc1ccc(C2=NN(CCC(=O)N3CCC4(CC3)OCCO4)C(=O)CC2)cc1,4,2,-14,1,-2,1507,-10,-4,1.1,4
C[N+]1=C(/C=C/Nc2ccccc2)C(C)(C)c2ccccc21,10,5,1,1,2,1530,22,4,0.8,1
COc1c(C)cc(C(=O)C2CCCN(Cc3cnc(C)s3)C2)cc1C (stereo unspecified),-2,-4,-11,1.1,-2,1533,-28,-7,1.3,-2
Cc1cccc2c(CCN)c[nH]c12,1,1,-2,0.9,0,1553,10,6,0.9,-2
CC(C)(C)n1cc(C(=O)c2ccc3ccccc3c2O)cn1,8,3,-2,1,9,1828,1,3,1,1
O=C(N=Nc1c(O)[nH]c(=O)[nH]c1=O)C1COc2ccccc2O1 (stereo unspecified),-10,0,-4,1,-6,1218,-1,1,1,1
CC(=Nc1ccc2c(c1)CCC2)c1c(O)n(C)c(=O)n(C)c1=O,x,x,-3,1,x,x,7,-1,0.9,x
Fc1ccccc1N1CCN(Cc2ccc3c(c2)OCO3)CC1,-3,6,-10,1,-3,1394,7,-4,0.9,-3
CCN(CC)C(=O)c1ccc(N2C(=O)C3CC=C(Cl)CC3C2=O)cc1 (stereo unspecified),-5,-1,-15,1.1,-11,1362,0,-8,1,1
CP(C)(=O)CCC(=O)O,-4,5,-10,1,6,1547,7,-2,0.9,-14
O=C1CCN(C(=O)Cc2ccccc2[N+](=O)[O-])CC1,-6,-3,-11,1,-2,1493,4,-3,1,0
COc1nc(NC(C)C)nc(NC(C)C)n1,-6,-1,-24,1.1,2,1488,4,-6,1,0
CCC(C)N1C(=O)/C(=C/c2ccc3c(c2)CCN3CCCCl)C(=O)NC1=S (stereo unspecified),8,4,44,0.9,3,1664,3,12,1,-2
COc1ccc(CNC(C)Cc2cccs2)cc1 (stereo unspecified),4,-9,-14,1,-3,1532,-10,-2,1.1,-5
CCCS(=O)(=O)N1CCCC(C(=O)N2CCC3(CC2)OCCO3)C1 (stereo unspecified),4,6,-12,1.1,2,1606,3,-5,1,-3
Cc1cc(=O)[nH]c(CCl)n1,0,3,19,1,3,1624,8,-4,0.9,-3
O=C1NC(=O)N(Cc2ccccc2Cl)C(=O)/C1=C/N1CCOCC1,2,2,-14,1,7,1603,11,-5,0.9,3
Cc1cc(NC(=O)CCl)no1,0,-3,-12,1.1,-1,1491,4,-6,1,2
CC(Cc1ccccc1)NC(=O)/C=C/C(=O)O (stereo unspecified),-1,-1,-8,1,1,1552,-7,-3,1.1,5
C/C(=N\NC(=S)Nc1ccccc1)c1c(O)n(C)c(=O)n(C)c1=O,1,1,-8,0.9,2,1524,-8,8,1.1,-1
CN(Cc1ccccc1)C(=C(Cl)Cl)/C(=C1/NCCN1Cc1ccc(Cl)nc1)[N+](=O)[O-],6,5,-8,1.1,-5,1584,8,-7,0.9,1
Cn1c(O)c(C=NC2CCCCC2)c(=O)[nH]c1=S,6,1,-4,1,3,1674,-7,-4,1.1,-5
CN1CCN(c2nc(Cl)ncc2F)CC1,2,0,-11,1,5,1502,-8,-3,1.1,4
CCN(CC)CCCN=Cc1c(O)n(-c2cccc(C)c2C)c(=O)[nH]c1=O,7,5,-13,1.1,5,1676,6,-6,0.9,3
CCOC(=O)C(=O)NC1CCSC1=O (stereo unspecified),2,5,-15,1.1,-7,1681,22,-6,0.8,-9
CCOC(=O)C1=C(C)N(C)C2(C)CC1c1ccccc1O2 (stereo unspecified),7,8,-14,1,3,1686,10,0,0.9,0
COc1ccc2ccc(O)c(CN3CC=C(c4ccccc4)CC3)c2c1,12,5,-7,1,7,1824,10,0,0.9,4

# Arranged by count of non-hydrogen atoms (smallest number first): some entries from above
smiles,PPARg SRC-1 ag,PPARg SRC2 recr,TNAP inh no acc,TNAP act hiacc,PPARg SRC3 recr,SRC2 TRFRET art,bIAP inh,TNAP inh hiacc,bIAP act,Efa HMGR inh
CCOC(=O)C(=O)NC1CCSC1=O (stereo unspecified),2,5,-15,1.1,-7,1681,22,-6,0.8,-9
CC(=Nc1ccc2c(c1)CCC2)c1c(O)n(C)c(=O)n(C)c1=O,x,x,-3,1,x,x,7,-1,0.9,x
CCOC(=O)N1CCN(C(C)C(=O)c2c[nH]c3ccccc23)CC1 (stereo unspecified),0,-5,-16,1.1,-2,1506,6,-8,0.9,-2

# (more compounds)
smiles,PPARg SRC-1 ag,PPARg SRC2 recr,TNAP inh no acc,TNAP act hiacc,PPARg SRC3 recr,SRC2 TRFRET art,bIAP inh,TNAP inh hiacc,bIAP act,Efa HMGR inh
CC1(C)C(c2ccccc2)=NC(c2cccnc2)=[N+]1[O-],8,6,-2,1.1,0,1711,0,-7,1,-4
COc1cc(C(=O)Nc2ccc(Br)cc2C(=O)c2ccccc2Cl)cc(OC)c1OC,7,-10,-18,1,4,1585,10,0,0.9,-3
Cc1ccc(-n2c(O)c(C=NCCC3=CCCCC3)c(=O)[nH]c2=O)cc1,-3,7,-6,1,2,1589,19,-2,0.8,-3
COc1ccc(OCC(=O)Nc2ccc(Cl)cc2C(=O)c2ccccc2)cc1,5,9,-9,1,2,1621,10,-3,0.9,5
c1cc2c(cc1CCNC1CCCCCC1)OCO2,-3,-4,0,1,4,1418,15,0,0.8,7
CCCCc1nc2ccccc2c(=O)n1-c1ccccc1O,11,7,-2,1,8,1746,7,1,0.9,-6
Clc1ccccc1CN1CCN(c2ccccc2)CC1,10,7,-17,1,1,1569,12,-4,0.9,-7
CC12CCCCC1N(O)CN2O (stereo unspecified),-4,-5,-17,1.1,-5,1391,18,-8,0.8,-3
CCCCSP1(=S)NCCCN1,3,7,-2,1,-6,1600,-6,-5,1.1,-3
O=C(C(=O)N1CCOCC1)c1cn(Cc2ccccc2)c2ccccc12,-14,-6,-8,1,-1,1516,-22,0,1.2,2
Cc1ccc(NC(=O)CN2C(=O)CN=C(c3ccccc3)c3cc(Cl)ccc32)cc1,5,-5,7,1,-9,1482,-9,1,1.1,0

# This is a subset, so the mix of outcomes need not match the whole.
